# NS5 inhibitors = flavivirus cap methylation enzyme inhibition – biochemical, confirmation dose response, primary screen (AID 588689). Dengue-2 NS5 methyltransferase capping enzyme assay, biochemical; higher % means a stronger effect. 340,000 compounds, 0.3% hits. inhibition, % at 25 µM, or IC50 in µM where a hit was titrated; in the data active means a potency from the dose series; inconclusive means inhibition above about 29% without an active follow-up result
# SV40 large T antigen = SV40 large T antigen inhibitors, biochemical (AID 1903); 310,000 compounds, 0.39% hits; inhibition, % at 20 µM, or IC50 in µM where a hit was titrated; SV40 large T antigen ATPase/helicase inhibition assay; higher % means a stronger effect; in the data active means a potency from the dose series; inconclusive means inhibition mostly from about 32% at the one dose, without a potency; inactive means the rest, 99 in 100 with inhibition below about 32%; further: strong numbers were not always called active
# Siah-1 displacement = blockers of Siah-1 interaction with plectin peptide – biochemical, fluorescence polarization, rhodamine-plectin, uHTS, primary screen (AID 1817). Siah-1 / rhodamine-plectin peptide fluorescence polarization; higher % means a stronger effect. displacement, % at 20 µM; hits with a dose series show IC50 in µM. 290,000 compounds, 0.02% hits;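 active means displacement of at least 50% at 20 µM, with a fluorescence ratio check between 0.3 and a set limit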;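 further: plate controls were Siah plus tracer with DMSO for no effect and tracer alone without Siah for full effect; strong numbers were not always called active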
# Rac1 GTP hydrolysis = MgcRacGAP GTPase-activating activity inhibitors, confirmation, biochemical, ADP Hunter fluorescence. AID 624330. one-dose inhibition, % at 30 µM; IC50 in µM for titrated hits. MgcRacGAP-stimulated Rac1 GTP hydrolysis, ADP Hunter fluorescence; higher % means a stronger effect; GST-tagged Rac1 F28L mutant substrate. 340,000 compounds, 0.6% hits;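 active means first-screen hits whose inhibition reached a set limit at any dose in the follow-up dose series; inconclusive means inhibition above the set first-screen limit but never retested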;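 further: fluorescence reports GDP produced by GAP-driven GTP hydrolysis; strong numbers were not always called active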
# AID2073 = disruptors of CaV2.2 binding to Mint1 – biochemical, HTRF (AID 2073); HTRF protein-protein interaction, Mint1-CaV2.2; higher % means a stronger effect; one-dose inhibition, % at 20 µM; IC50 in µM for titrated hits; 290,000 compounds, 0.19% hits; in the data active means inhibition mostly above about 51%, no sharp cut-off; inconclusive means no clear call, values can overlap the other calls; inactive means mostly below about 53%; further: some results filed as inactive read as strong as hits
# West Nile antiviral = inhibition of WNV-induced cytopathic effect – cell-based, CPE readout (AID 1621). West Nile virus-infected cells, CPE inhibition; higher % means a stronger effect. 290,000 compounds, 0.02% hits. one-dose CPE inhibition, % at 10 µM; IC50 in µM for titrated hits; in the data active means a potency from the dose series; inconclusive means CPE inhibition mostly from about 3.7% at the one dose, without a potency; inactive means the rest, 99 in 100 with CPE inhibition below about 2.2%; further: strong numbers were not always called active
# K1F lysis inhibition = protection from phage-mediated lysis, alamar blue read-out – E. coli UTI89, K1F phage, bacterial capsule biogenesis inhibitors (AID 488966); 340,000 compounds, 0.02% hits; E. coli UTI89 K1F phage lysis, alamar blue, 2 h; higher % means a stronger effect; one-dose inhibition, % at 100 µM; IC50 in µM for titrated hits;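 active means phage lysis inhibition, versus mean bacterial control, above a set limit; inconclusive means no clear call, values can overlap the other calls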;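 further: capsule biogenesis inhibitors block K1F phage lysis so surviving cells raise fluorescence; higher fluorescence means more inhibition of phage lysis; actives were called in the ten point dose series up to 300 µM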
# RSV CPE inhibition = inhibition of RSV-induced cytopathic effect – HEp-2 cells, primary 10 µM value included (AID 2391) | one-dose CPE inhibition, % at 10 µM; IC50 in µM for titrated hits | HEp-2 cells, RSV-induced CPE inhibition; higher % means a stronger effect | 310,000 compounds, 0.13% hits; in the data active means a potency from the dose series; inconclusive means CPE inhibition mostly from about 23% at the one dose, without a potency; inactive means the rest, 99 in 100 with CPE inhibition below about 21%; further: strong numbers were not always called active
# NTR1 ag = NTR1-driven beta-arrestin-GFP spot formation – imaging, U2OS cells, high content, primary screen (AID 493036). P30989. agonist mode. activation, % at 20 µM. 330,000 compounds, 0.17% hits;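 active means activation at or above 40% of the spot to cytoplasm intensity ratio, with at least 20 cells analyzed; inconclusive means wells under 20 cells, flagged as cytotoxic or low count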;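 further: 0% = DMSO without peptide and 100% = 100 nM NTR1 peptide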
# Target sequence (P30989 whole entry, looked up): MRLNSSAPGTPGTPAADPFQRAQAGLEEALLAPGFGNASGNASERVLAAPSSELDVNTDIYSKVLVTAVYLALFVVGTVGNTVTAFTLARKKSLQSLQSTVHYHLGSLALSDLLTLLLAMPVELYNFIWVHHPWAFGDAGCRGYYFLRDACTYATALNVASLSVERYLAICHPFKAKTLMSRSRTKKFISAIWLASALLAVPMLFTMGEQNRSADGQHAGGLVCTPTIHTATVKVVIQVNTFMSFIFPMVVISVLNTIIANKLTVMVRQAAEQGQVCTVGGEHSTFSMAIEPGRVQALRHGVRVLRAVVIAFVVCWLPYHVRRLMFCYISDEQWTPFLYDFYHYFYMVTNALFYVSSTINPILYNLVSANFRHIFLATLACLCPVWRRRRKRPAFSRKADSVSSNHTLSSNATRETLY
# NTR1 ag cell count 20 µM = further read-out of NTR1 ag, marked with its call; cell count; measured here: cell count, cytotoxicity flag
# Active calls of the source: *; ? = inconclusive; . = not tested or not shown; [ ] = another dose, or the depositor's remark.
[1] O=C1c2ccccc2NC(c2cccc([N+](=O)[O-])c2)N1O (stereo unspecified)
[2] COc1ccc(C2C3=C(CCCC3=O)NC3=C2C(=O)c2ccccc23)cc1 (stereo unspecified)
[3] CCOc1ncccc1C(=O)N1CCN(S(=O)(=O)c2cccs2)CC1
[4] Cc1cc(Oc2cc(N)cc([N+](=O)[O-])c2)ccc1Cl
[5] O=[N+]([O-])c1cccc(-c2cc(-c3cc(Br)ccc3O)[nH]n2)c1
[6] COC(=O)C1C(c2ccc(Cl)cc2)NC(c2ccc(Cl)cc2)C(C(=O)OC)S1(=O)=O (stereo unspecified)
[7] Fc1ccc(-c2csc(-c3ccccn3)n2)cc1F
[8] CCCCc1nc2ccccc2c(NC(=O)CNC(C)(C)C)c1CCC

assay / entry,1,2,3,4,5,6,7,8
NS5 inhibitors,-8%,.,-1%,-6%,2%,1%,-7%,-2%
SV40 large T antigen,-7%,15%,.,18%,-1%,5%,-3%,6%
Siah-1 displacement,2%,0%,.,-7%,3%,1%,2%,7%
Rac1 GTP hydrolysis,11%,.,4%,-1%,10%,6%,1%,21%
AID2073,12%,-6%,.,5%,11%,-7%,-8%,5%
West Nile antiviral,-1.2%,0.1%,.,1.6%,?,-0.4%,-0.2%,-1.1%
K1F lysis inhibition,0.1%,.,0.2%[50 µM],1.7%,-0.9%,1.4%,0.7%,0.4%
RSV CPE inhibition,-0.7%,.,-0.3%,6.2%,3.6%,1.6%,6.7%,0.3%
NTR1 ag,1.3,1.2,0.1,4.8,25,2.1,1.2,2.7
NTR1 ag cell count 20 µM,100,53,89,45,40,54,41,54

# Molecules from the list above containing a halogen, in the order listed:
[4] Cc1cc(Oc2cc(N)cc([N+](=O)[O-])c2)ccc1Cl
[5] O=[N+]([O-])c1cccc(-c2cc(-c3cc(Br)ccc3O)[nH]n2)c1
[6] COC(=O)C1C(c2ccc(Cl)cc2)NC(c2ccc(Cl)cc2)C(C(=O)OC)S1(=O)=O (stereo unspecified)
[7] Fc1ccc(-c2csc(-c3ccccn3)n2)cc1F

assay / entry,4,5,6,7
NS5 inhibitors,-6%,2%,1%,-7%
SV40 large T antigen,18%,-1%,5%,-3%
Siah-1 displacement,-7%,3%,1%,2%
Rac1 GTP hydrolysis,-1%,10%,6%,1%
AID2073,5%,11%,-7%,-8%
West Nile antiviral,1.6%,?,-0.4%,-0.2%
K1F lysis inhibition,1.7%,-0.9%,1.4%,0.7%
RSV CPE inhibition,6.2%,3.6%,1.6%,6.7%
NTR1 ag,4.8,25,2.1,1.2
NTR1 ag cell count 20 µM,45,40,54,41

# (list continues)
[9] Cc1cccc(-c2nnc(SCC(=O)NCc3ccc4c(c3)OCO4)n2C)c1
[10] CC(C)C[C@H](NC(=O)c1nc[nH]c1C(=O)NCC(=O)OCc1ccccc1)C(=O)OC(C)(C)C
[11] C=CCn1c(C)c(C(C)=O)c(N2CCN(c3ccccc3)CC2)nc1=S
[12] CC(=O)c1ccc(N2CCN(C(=O)CN(C)S(=O)(=O)c3cnc[nH]3)CC2)cc1
[13] CN1C(C(=O)NCc2ccco2)CC2Cn3c(nc4cc5ccccc5cc43)C21 (stereo unspecified)
[14] NS(=O)(=O)c1ccc(CNC(=O)c2cnccn2)cc1
[15] O=c1[nH]c2ccc(F)cc2[nH]c1=O
[16] O=C(Oc1cccc(NC2=NS(=O)(=O)c3ccccc32)c1)c1cccnc1

assay / entry,9,10,11,12,13,14,15,16
NS5 inhibitors,-5%,4%,-27%,4%,-5%,-6%,-2%,-9%
SV40 large T antigen,10%,3%,3%,14%,9%,9%,22%,21%
Siah-1 displacement,7%,-4%,3%,-2%,4%,6%,11%,0%
Rac1 GTP hydrolysis,1%,8%,14%,6%,9%,-13%,14%,13%
AID2073,-8%,13%,-24%,2%,12%,6%,2%,-5%
West Nile antiviral,0.0%,0.5%,0.3%,0.5%,-0.4%,0.2%,-0.4%,0.0%
K1F lysis inhibition,0.0%,2.1%,0.5%,-0.2%,0.8%,-0.2%[50 µM],-0.1%,0.3%
RSV CPE inhibition,1.4%,3.4%,3.1%,2.0%,0.2%,0.2%,16%,-0.2%
NTR1 ag,0.7,24,-1.8,2.6,-2.4,-0.2,-0.6,1.3
NTR1 ag cell count 20 µM,61,59,44,33,103,43,89,64

[17] Cc1ccc(C(=O)CCC(=O)NCc2ccccc2)cc1
[18] COc1cc(C(=O)N(CCCO)Cc2cc3ccc(C)c(C)c3[nH]c2=O)cc(OC)c1OC
[19] CCOc1ccccc1NC(=O)C1Cc2ccccc2CN1S(C)(=O)=O (stereo unspecified)
[20] CCOC(=O)N1CCC(NC(=O)c2cc3c(C)nc4ccccc4c3o2)CC1
[21] Cc1ccc(C(=O)NCC(=O)NC2CCCC2)cc1
[22] CN(CC(=O)NCCCN1CCOCC1)S(=O)(=O)c1ccc(Cl)cc1
[23] CNC(=O)c1ccc(-c2sc3nc(N4CCOCC4)c4c(c3c2N)CC(C)(C)OC4)o1
[24] CC(COc1ccccc1)N1CCC(CO)(CCc2ccccc2)CC1 (stereo unspecified)

assay / entry,17,18,19,20,21,22,23,24
NS5 inhibitors,-18%,-2%,4%,-2%,2%,4%,2%,5%
SV40 large T antigen,17%,2%,12%,13%,8%,.,2.6µM*,-1%
Siah-1 displacement,0%,2%,6%,1%,2%,.,-2%,3%
Rac1 GTP hydrolysis,8%,6%,10%,9%,2%,4%,11%,-3%
AID2073,6%,15%,0%,-7%,18%,.,25%,-8%
West Nile antiviral,1.4%,1.5%,-0.8%,0.6%,0.2%,.,2.0%,-0.8%
K1F lysis inhibition,0.3%,0.0%,0.3%,5.5%,-0.1%,-0.2%,0.3%,1.1%
RSV CPE inhibition,1.0%,1.6%,0.9%,2.1%,-0.4%,.,2.0%,-2.6%
NTR1 ag,-0.4,-0.8,0.1,-1.5,-1.0,-0.2,1.9,1.6
NTR1 ag cell count 20 µM,55,76,90,58,60,53,60,90

[25] O=c1c2[nH]c3ccc(F)cc3c2ncn1CCCN1CCOCC1
[26] Cc1ccc(C)c(NC(=O)CCn2nc(C)cc2C)c1
[27] COc1ccc(OC)c(N(CC(=O)NCCSCc2ccco2)S(=O)(=O)c2ccccc2)c1
[28] CC(Oc1ccccc1)C(=O)Nc1cc(Cl)ccc1-n1cncn1 (stereo unspecified)
[29] CC(C)(C)n1nnnc1C(c1cccnc1)N1CCN(c2cccc(C(F)(F)F)c2)CC1 (stereo unspecified)
[30] O=C1CN(C(=O)/C=C/c2ccccc2F)c2ccccc2N1
[31] C[n+]1cc[nH]c1SCC(=O)c1ccccc1
[32] COc1cccc(CNC(=O)[C@H](CCSC)NC(=O)N2CCn3c2nc2ccccc23)c1

assay / entry,25,26,27,28,29,30,31,32
NS5 inhibitors,3%,-6%,-7%,4%,-2%,-2%,-2%,-1%
SV40 large T antigen,9%,1%,2%,19%,16%,9%,-2%,12%
Siah-1 displacement,-4%,0%,2%,.,9%,12%,4%,12%
Rac1 GTP hydrolysis,13%,6%,5%,-2%,0%,3%,3%,12%
AID2073,-9%,-5%,8%,.,8%,2%,15%,-8%
West Nile antiviral,0.0%,0.1%,-1.3%,.,0.5%,-0.7%,-0.3%,-0.6%
K1F lysis inhibition,-0.4%,0.6%,0.0%,1.4%[50 µM],6.7%,0.7%,1.0%[50 µM],-0.1%
RSV CPE inhibition,-1.9%,0.7%,2.3%,-2.4%,4.6%,1.8%,1.6%,3.8%
NTR1 ag,0.1,-0.4,1.3,-0.4,1.1,-0.1,0.9,0.5
NTR1 ag cell count 20 µM,37,84,59,51,37,32,75,55

[33] Cc1ccc(OCC(=O)Nc2ccccc2C(=O)NC2CC2)cc1
[34] Cn1c(Nc2ccc(F)cc2)nc2ccccc21
[35] CCOC(=O)c1sc(NC(=O)c2ccncc2)c(C#N)c1C
[36] COc1ccc(/C=N/NC(=O)c2ccc(NS(=O)(=O)c3cccs3)cc2)cc1
[37] O=C1N[C@@H](Cc2c[nH]c3ccccc23)COC(=O)[C@H](Cc2ccc(F)cc2)C/C=C\C[C@@H]1CC(=O)N(CCO)Cc1ccccc1
[38] COc1ccc2c(COC(=O)CCS(=O)(=O)c3ccccc3)cc(=O)oc2c1
[39] CC(=O)Nc1ccc(S(=O)(=O)c2cc(O)ccc2O)cc1
[40] CCOc1ccccc1NC(=O)COC(=O)c1nc2nccc(C)n2n1

assay / entry,33,34,35,36,37,38,39,40
NS5 inhibitors,-13%,.,11%,-7%,-2%,-1%,-6%,-6%
SV40 large T antigen,.,4%,-2%,.,.,4%,29%,.
Siah-1 displacement,.,-1%,-5%,.,.,-3%,10%,.
Rac1 GTP hydrolysis,7%,12%,12%,3%,7%,5%,19%,1%
AID2073,.,21%,-20%,.,.,33%,-8%,.
West Nile antiviral,.,-1.7%,-1.9%,.,.,0.3%,-0.3%,.
K1F lysis inhibition,0.6%[50 µM],-0.5%,2.5%[50 µM],0.2%,3.6%,0.2%,2.5%,0.7%
RSV CPE inhibition,1.3%,4.7%,6.1%,2.7%,.,2.6%,1.7%,.
NTR1 ag,1.5,-1.0,2.6,1.3,4.5,-0.2,-1.6,-0.6
NTR1 ag cell count 20 µM,67,80,72,70,56,49,36,48

[41] COc1ccc(C(=O)OCCCN(C)C)cc1OC
[42] COc1ccc(/C=C/C(=O)OCC(=O)c2ccc[nH]2)cc1
[43] Cc1ccc(S(=O)(=O)CCC(=O)OCC(=O)c2cc(C)n(C)c2C)cc1
[44] Cc1ccc(C(=O)Nc2ccc3ncccc3c2)cc1
[45] CC(C)CNC(=O)CN(C)S(=O)(=O)c1ccc(F)cc1
[46] COc1ccccc1N1C(=O)CSC1=NC(=O)c1ccccc1

assay / entry,41,42,43,44,45,46
NS5 inhibitors,-1%,-3%,-1%,-4%,2%,-6%
SV40 large T antigen,5%,.,.,19%,7%,6%
Siah-1 displacement,14%,.,.,2%,4%,-4%
Rac1 GTP hydrolysis,5%,2%,0%,5%,4%,5%
AID2073,-2%,.,.,-2%,-1%,0%
West Nile antiviral,-0.2%,.,.,-0.3%,-0.3%,-0.6%
K1F lysis inhibition,6.5%,0.5%[50 µM],0.6%[50 µM],-0.3%,1.1%[50 µM],-1.3%
RSV CPE inhibition,0.4%,-0.1%,-0.4%,1.6%,0.8%,2.5%
NTR1 ag,-0.6,3.0,-0.6,0.6,0.8,2.0
NTR1 ag cell count 20 µM,45,57,70,87,77,58

# High-throughput results deposited in PubChem by several laboratories.
